SENP6 block – blocks the human protease SENP6 | Q9GZR1 | Recombinant SENP6 catalytic domain, aminoluciferin luminescence | inhibition, % at 10 µM | 330,000 compounds, 1.8% hits | AID 2599;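 active = inhibition above about 50% at the single tested dose, limit read from the data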;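 note: plate controls were DMSO wells with enzyme for no effect and DMSO wells lacking enzyme for full effect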
SENP7 block – SENP7 protease inhibition. inhibition, % at 5 µM. recombinant SENP7, Z-RLRGG-aminoluciferin luminescence, 40 min. 330,000 compounds, 1.5% hits. AID 434973. Q9BQF6;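 active = inhibition above about 50% at the single test dose, limit read from the data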;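 note: plate controls were DMSO with enzyme for no effect and no enzyme buffer wells for full effect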
Target sequence (Q9BQF6 706-1050 limits assumed): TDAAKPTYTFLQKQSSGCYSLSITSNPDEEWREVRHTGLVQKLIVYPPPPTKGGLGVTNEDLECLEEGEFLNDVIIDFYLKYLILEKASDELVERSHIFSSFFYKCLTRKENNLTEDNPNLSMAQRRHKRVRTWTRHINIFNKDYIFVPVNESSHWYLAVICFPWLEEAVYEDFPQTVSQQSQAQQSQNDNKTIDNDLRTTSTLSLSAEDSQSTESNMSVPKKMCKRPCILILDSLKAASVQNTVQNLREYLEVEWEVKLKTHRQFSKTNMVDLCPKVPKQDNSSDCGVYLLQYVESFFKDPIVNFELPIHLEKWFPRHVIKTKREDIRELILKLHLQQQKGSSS
NR3A LBD binder – NR3A (human) ligand-binding domain modulation. NR3A LBD differential scanning fluorimetry, Tm shift; 0% = protein alone, 100% = glycine-bound protein. Tm shift relative to glycine control, % at 25 µM. 340,000 compounds, 2.5% hits;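 active = melting temperature shift of at least 10% of the positive control shift, at one fixed dose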
SENP8 block – SENP8 (human) protease inhibition | recombinant SENP8, Nedd8 substrate fluorescence | Q96LD8 | inhibition, % at 20 µM | 360,000 compounds, 0.64% hits; in the data active = inhibition mostly above about 40%, no sharp cut-off; inactive = mostly below about 27%
Target sequence (Q96LD8 whole entry, looked up): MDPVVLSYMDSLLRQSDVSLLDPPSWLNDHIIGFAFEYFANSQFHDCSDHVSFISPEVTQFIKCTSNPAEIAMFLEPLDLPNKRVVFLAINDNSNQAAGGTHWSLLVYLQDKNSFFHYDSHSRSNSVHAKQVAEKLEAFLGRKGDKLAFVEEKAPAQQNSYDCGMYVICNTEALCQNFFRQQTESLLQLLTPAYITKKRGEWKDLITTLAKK
ATG4B inh – blocks human ATG4B protease cleavage of LC3 substrate; ATG4B cleavage of LC3-PLA2, NBD-HPC fluorescence, 1 h; Q9Y4P1; inhibition, % at 8.33 µM; 340,000 compounds, 0.51% hits; AID 504462; in the data active = inhibition above about 40%
Target sequence (Q9Y4P1 whole entry, looked up): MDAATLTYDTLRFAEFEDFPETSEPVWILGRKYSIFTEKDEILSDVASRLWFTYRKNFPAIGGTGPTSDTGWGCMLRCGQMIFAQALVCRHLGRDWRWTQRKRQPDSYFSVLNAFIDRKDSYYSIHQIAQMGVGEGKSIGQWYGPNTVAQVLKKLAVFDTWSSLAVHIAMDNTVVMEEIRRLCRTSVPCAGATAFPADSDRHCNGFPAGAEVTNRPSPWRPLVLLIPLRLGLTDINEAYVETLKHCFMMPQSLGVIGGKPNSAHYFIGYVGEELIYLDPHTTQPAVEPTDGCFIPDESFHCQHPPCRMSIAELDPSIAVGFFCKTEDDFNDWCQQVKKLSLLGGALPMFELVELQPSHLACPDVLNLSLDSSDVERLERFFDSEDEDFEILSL
HKDC1 inh – blocks human hexokinase HKDC1 activity. recombinant HKDC1, G6PDH/diaphorase resazurin coupled fluorescence. inhibition, % at 20 µM. 340,000 compounds, 0.16% hits;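 active = inhibition above about 35% when tested at 20 µM, limit read from the data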;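 note: plate controls were DMSO wells with enzyme for no effect and DMSO wells lacking enzyme for full effect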
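Test system: recombinant HKDC1 (HK5) hexokinase enzyme, produced in-house / Doses: 20 µM test compound, 1% DMSO / Timing: 90 min, room temperature / Detection: G6PDH/diaphorase-coupled fluorescence, 1 mM NADP, 100 µM resazurin, 525/613 nm / Control set: DMSO wells with and without enzyme mix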
MPTP inh – permeability transition pore inhibition. isolated mouse mitochondria, Ca2+ swelling absorbance, 30 min. inhibition, % at 10 µM. 360,000 compounds, 1.4% hits. AID 602449;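 active = inhibition of 50% or more, scaled per plate between neutral and stimulator controls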;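 note: 0% = DMSO wells given calcium and 100% = 1 mM EGTA wells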
PfG6PD inh – PfG6PD (Plasmodium falciparum) enzyme inhibition | PfGluPho enzyme, NADPH resazurin-diaphorase fluorescence | 350,000 compounds, 0.78% hits | AID 504690 | inhibition, % at 20 µM;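 active = inhibition reaching at least a set limit at 20 µM in the primary screen, cut at about 59% in these data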;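 note: 0% = DMSO wells with substrate and 100% = DMSO wells lacking glucose-6-phosphate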
* hit, by the source's call; . = no result given.

Value order – MPTP inh	ATG4B inh	HKDC1 inh	SENP8 block	NR3A LBD binder	PfG6PD inh	SENP6 block	SENP7 block
Cc1cccc(NC(=O)C2CCN(C(=O)[C@@H]3Cc4ccccc4CN3)CC2)c1
 : -0.6	3.8	2.9	8.1	0.2	-3.9	-1.5	-4.1
Cn1c(=O)c2sc3c(c2n(CC(=O)Nc2ccccc2)c1=O)COC(C)(C)C3
 : 1.5	8.9	-2.1	9.5	-3.0	-2.4	-4.3	3.8
COc1ccc(C2CCCN2C(=S)Nc2ccc(C)c(C)c2)cc1OC (stereo unspecified)
 : 0.4	27.6	-4.3	20.9	0.5	9.3	4.4	-2.6
Cc1ccc2c(CN(C)Cc3ccc(Cl)cc3Cl)cc(=O)oc2c1
 : 0.5	0.9	0.4	0.6	1.1	16.6	-20.4	-4.1
O=C(Nc1ccccc1N1CCCCC1)C1CCN(C(=O)c2ccc(Cl)cc2)CC1
 : -1.2	28.0	-6.2	5.2	-2.8	2.3	-16.4	-12.3
c1cnc(-c2noc(CN3CCN(C4CCCC4)CC3)n2)cn1
 : -2.0	-0.1	-2.4	11.5	1.4	11.7	-4.7	-3.5
CC(C)(C)[C@H]1COC(=O)[C@H](NC(=O)OCC2c3ccccc3-c3ccccc32)C/C=C\C[C@@H](CC(=O)N(CCO)Cc2ccccc2)C(=O)N1
 : -0.2	7.7	1.6	16.1	-7.1	8.5	-0.4	-6.2
COc1ccc(OC)c(NC(=O)C2CC(/C=C/c3ccccc3)=NO2)c1 (stereo unspecified)
 : -0.5	5.3	-1.8	14.2	-0.7	21.7	-20.5	-7.5
Cc1nn(-c2ccc(F)cc2)c(C)c1NS(=O)(=O)c1ccc2ccccc2c1
 : 6.6	-19.5	-0.6	9.6	-12.6	-12.1	9.7	-12.1
O=C(O)C1CCCN1C(=O)Nc1ccc(Cl)cc1 (stereo unspecified)
 : 2.2	7.4	-6.7	3.6	-8.0	-7.9	-16.0	-4.8
O=C(CCC(=O)Nc1ccc(Br)cc1)N/N=C/c1ccc(O)cc1
 : 0.9	3.3	0.9	20.0	0.5	8.0	2.9	2.3
O=C(Nc1cnccn1)c1cccs1
 : -0.5	-1.4	-1.4	0.1	-1.6	-12.7	-10.6	-10.8
Cc1csc2nc(CNC(=O)c3cccc(C(F)(F)F)c3)cn12
 : -0.9	-11.9	-5.8	16.4	3.7	-14.0	-12.4	3.5
O=S(=O)(Nc1nc2ccccc2nc1Cl)c1ccc(Cl)cc1
 : 1.6	4.0	-6.5	-135.6	-6.7	-11.2	11.2	1.3
CCOc1ccccc1OCCCNCc1ccccc1
 : -0.7	0.0	-4.8	15.6	-0.2	19.9	-11.9	7.0
CCOC(=O)N1CCN(C(=O)c2cn(C)c3ccc(S(=O)(=O)N4CCCC4)cc3c2=O)CC1
 : 3.5	-5.7	-6.2	13.5	1.2	-5.3	-7.2	-0.9
COc1ccc(OC)c(NC(=O)COC(=O)[C@H](Cc2ccccc2)NC(=O)c2ccco2)c1
 : -2.4	-17.5	-0.7	3.3	2.4	5.8	-0.1	-9.0
Cc1ccc2nc3c(cc(C(=O)NCCN4CCOCC4)c(=N)n3CCCN3CCOCC3)c(=O)n2c1
 : 0.0	-4.4	-1.0	-317.0	0.4	-5.5	-3.2	-8.8
COc1ccc(CC(=O)Nc2cc(S(=O)(=O)N3CCCCC3)ccc2N2CCN(C)CC2)cc1
 : 0.5	-13.6	-5.7	9.2	2.7	6.2	2.5	4.7
Cc1ccc2oc(=O)c3cnn(CC(=O)N4CCCCC4C)c3c2c1 (stereo unspecified)
 : 0.2	-3.3	-12.4	7.3	-1.6	-30.2	-34.7	3.4

Pulled by compound from the list above:
Value order – MPTP inh	ATG4B inh	HKDC1 inh	SENP8 block	NR3A LBD binder	PfG6PD inh	SENP6 block	SENP7 block
Cc1nn(-c2ccc(F)cc2)c(C)c1NS(=O)(=O)c1ccc2ccccc2c1
 : 6.6	-19.5	-0.6	9.6	-12.6	-12.1	9.7	-12.1
c1cnc(-c2noc(CN3CCN(C4CCCC4)CC3)n2)cn1
 : -2.0	-0.1	-2.4	11.5	1.4	11.7	-4.7	-3.5

The results go on:
Value order – MPTP inh	ATG4B inh	HKDC1 inh	SENP8 block	NR3A LBD binder	PfG6PD inh	SENP6 block	SENP7 block
CCCn1nnnc1NCc1ccc(N(C)C)cc1
 : 1.5	6.6	-2.6	12.3	-1.8	7.3	3.3	0.2
COc1ccc(CCC(=O)NNC(=O)Cn2nc(C)cc2C)cc1
 : -0.5	2.3	-3.0	-4.1	0.9	-7.6	-14.7	-6.4
Cc1cccc(/C=C/C(=O)c2ccc(NC3=NCCCS3)cc2)c1
 : 16.3	16.5	8.8	8.3	-1.0	-0.4	92.9*	88.0*
Cc1ccc(Cl)cc1NC(=O)C1CCCCC1C(=O)O (stereo unspecified)
 : -0.9	7.7	15.7	9.8	-0.5	-15.1	5.0	5.4
COC(=O)c1[nH]c2ccc(F)cc2c1NC(=O)CCN1CC(C)OC(C)C1 (stereo unspecified)
 : 0.4	-6.5	0.7	-253.2	-1.2	2.1	3.1	-3.9
C=CCNC(=O)/C(C#N)=C/c1ccccc1[N+](=O)[O-]
 : 1.3	8.3	2.5	20.1	-1.3	2.3	-6.8	-2.6
O=C(NCC(=O)N(Cc1cccs1)C(C(=O)NC1CCCC1)c1cccnc1)c1ccco1 (stereo unspecified)
 : -2.0	-11.8	-2.7	1.5	-0.9	-6.2	2.1	-1.1
CSCCC(NC(=O)C12CC3CC(CC(C3)C1)C2)C(=O)OCC(=O)c1ccc(C)cc1 (stereo unspecified)
 : 5.4	17.0	-4.2	17.6	-0.8	-20.7	-16.7	-7.8
Cc1nc2ccccc2n1CC(O)Cn1c(C(F)(F)F)nc2ccccc21 (stereo unspecified)
 : -3.1	-1.5	6.2	26.8	-0.3	-21.6	-2.9	-4.2
COc1cc(OC)cc(-c2nc(-c3cccs3)no2)c1
 : 6.8	3.5	-1.1	-17.4	1.4	1.9	-27.2	32.1
CCN(C(=O)COC(=O)CSc1ccc(C(N)=O)cc1[N+](=O)[O-])C1CCCCC1
 : -0.4	0.7	-0.1	4.1	1.9	-4.1	-1.6	-2.9
Cc1cc(/C=C(\C#N)C(=O)O)c(C)n1-c1ccc(Br)cc1
 : 2.9	5.4	8.2	-23.0	0.3	-16.0	-27.6	-3.1
Cc1ccc(S(=O)(=O)CCC(=O)N(CCCN2CCOCC2)c2nc3ccccc3s2)cc1
 : -1.9	2.9	-0.6	8.5	-0.3	-2.6	7.1	1.0
CC(=O)Nc1ccc(NC(=O)C(C)OC(=O)[C@@H]2CCCN2C(=O)c2cccs2)cc1 (stereo partly specified)
 : -1.3	-5.8	-7.0	12.1	1.8	1.7	-4.3	8.8
O=c1cc(CSc2nnc3ccccn23)c2c(ccc3ccccc32)o1
 : 2.6	1.4	-2.3	-199.1	-2.0	10.2	-15.4	1.6
COc1cc(-c2noc(CCCC(=O)NCc3ccco3)n2)cc(OC)c1OC
 : 4.2	-14.1	2.4	14.4	-0.5	-4.1	-7.2	4.9
Cc1ccccc1OCCC(=O)OCC(=O)NC(=O)c1ccccc1
 : 0.1	7.3	4.3	4.2	2.6	-7.1	4.1	-8.5
CCC(=O)Nc1c2c(nn1-c1ccc(C)cc1)CS(=O)(=O)C2
 : -1.0	2.8	-5.0	13.4	3.1	-3.5	7.0	1.3
O=c1c2ccccc2nnn1CSc1nnc(-c2cccnc2)n1-c1ccccc1F
 : 0.7	-2.3	-7.1	33.2	0.1	2.2	-3.7	3.7
NS(=O)(=O)c1ccc(NC(=S)NC(=O)C2CCCCC2)cc1
 : -4.6	-7.2	-4.3	14.0	1.3	9.1	-15.6	2.0
COc1ccc(CCNC(=O)CSc2nnc(CNC(=O)c3c(F)cccc3Cl)o2)cc1OC
 : -0.7	-6.1	-2.9	5.6	-1.9	2.6	-19.0	-6.4
O=c1c2cnn(-c3ccccc3)c2ncn1Cc1cccc(Cl)c1
 : 0.2	-5.2	-3.6	17.7	0.4	12.0	-21.9	5.0
Cc1cc(NS(=O)(=O)c2ccc3c(c2)OCCO3)no1
 : 1.3	-0.9	2.6	41.8*	-0.7	-10.3	-9.7	1.1
O=C1CC(N2CCCCC2)C(=O)N1c1ccccc1 (stereo unspecified)
 : -0.1	-8.1	-0.2	15.3	0.3	0.4	8.9	7.4
CCCc1ccc(OCCNC(C)=O)cc1
 : 2.0	4.2	-10.6	-1.0	2.3	-1.4	1.2	1.3
O=C1Nc2ccccc2/C1=C\C(=O)c1ccccc1
 : -0.4	-6.2	3.8	12.7	2.2	20.7	-10.2	-13.8
CC(=O)Nc1ccc(S(=O)(=O)NCC2CCC(C(=O)NCCc3ccccc3)CC2)cc1 (stereo unspecified)
 : -1.2	-5.6	-3.8	8.4	-1.1	4.6	2.4	2.3
CCOC(=O)C1=C(C)C2C3C(=O)N(c4ccccc4C)C(=O)C3C1(C)C1C(=O)N(c3ccccc3C)C(=O)C21 (stereo unspecified)
 : -0.4	-4.3	1.7	24.7	-0.8	-6.5	7.2	12.6
COc1ccccc1NC(=O)c1ccccc1NC(=O)c1cc(Cl)ccc1NC(=O)c1ccco1
 : 4.9	-0.5	-8.4	-52.9	1.5	0.0	1.2	-8.0
Cc1ccccc1N(C=O)c1ccccc1C
 : -0.5	-8.9	0.5	9.0	0.8	9.1	.	.
Cc1ccc(S(=O)(=O)N2[C@@H](c3ccc(Cl)cc3)C(C(=O)O)=CC[C@H]2c2cccs2)cc1
 : -0.7	-3.0	0.1	-5.0	-3.8	-18.5	1.0	5.6
Cc1ccc(N2CC(NC(=O)C(=O)c3c(C)[nH]c4ccccc34)CC2=O)cc1 (stereo unspecified)
 : -2.3	-4.2	-1.8	8.7	1.0	1.5	2.8	12.4
Cc1nn(Cc2cccc(C(=O)N3CCCC(C)C3)c2)c(C)c1[N+](=O)[O-] (stereo unspecified)
 : 5.9	-1.9	4.6	1.4	0.8	4.8	-6.7	-6.8
CCCC(=O)Nc1ccc(NC(=O)c2cccc(OC)c2)cn1
 : 0.5	0.0	-4.4	19.1	-10.1	-23.4	-0.3	-3.9
Clc1cccc(CSc2ncnc3c2ncn3C2CCCCO2)c1 (stereo unspecified)
 : -1.0	0.2	0.4	16.6	-1.2	-7.0	.	.
O=C(Oc1ccccc1O)c1cccc2ccccc12
 : -0.2	.	.	16.1	.	.	-1.1	4.4
COc1ccc(/C(O)=C2\C(=O)C(=O)N(CCN(C)C)C2c2cccc(OC)c2OC)cc1 (stereo unspecified)
 : -0.2	-2.2	-6.2	0.7	-5.4	-2.2	-35.3	-1.7
Cc1ccc(S(=O)(=O)N(CC(=O)NCc2cccnc2)c2ccc(F)cc2)cc1
 : -0.6	-10.7	-6.6	7.2	-2.2	5.1	4.3	2.4

Bioassay records (PubChem)
